# Screening results (PubChem)
# Tat export inh = E. coli Tat export inhibitors, primary screen, MC4100, TorA-mCherry reporter, fluorescence, single point; AID 488895, 2010; inhibition, % at 10 µM; 0.036% of 340,000 active;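 active = mean replicate inhibition at least 50% and at least half of replicates individually reaching 50%; inconclusive = only one of the two criteria met; inactive = neither criterion met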;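 also: exported cargo escapes ClpAP degradation while cytoplasmic cargo is degraded and loses fluorescence; 0% = median of neutral control wells and 100% = median of NaSCN control wells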
# Rtt109 Vps75 = inhibitors of C. albicans Rtt109/Vps75 HAT, primary screen, biochemical, ThioGlo CoA-SH fluorescence, plate reader; Histone acetyltransferase RTT109 (Candida albicans (strain SC5314 / ATCC MYA-2876)), …; inhibition, % at 34.9 µM; purified Rtt109/Vps75, 4 h; 0.16% of 330,000 active;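 active = inhibition of at least 50% in every replicate; inconclusive = best replicate reaches 50% inhibition but some replicates fall short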
# MITF TRPM1 HTS = activators of MITF-driven TRPM1 promoter reporter, primary screen, cell-based, SK-MEL-5, luciferase, single point | SK-MEL-5 TRPM1-promoter luciferase, 24 h; % of positive control, neutral wells = 0 | activation, % at 12.5 µM | 0.75% of 300,000 active;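 active = mean activation of at least 80% with every replicate also reaching 80%; inconclusive = mean reaches 80% but some replicate falls short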;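 also: 0% = neutral control wells and 100% = parthenolide positive control wells; values of inactives mirror those of a sister screen read the other way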
# RTF Ca sens act = cardiac RTF calcium sensitivity activators, primary screen, biochemical, IANBD-TnC fluorescence, EC20 calcium. AID 493008, 2010. activation, % at 7.2 µM. 0.24% of 340,000 active. Troponin I, cardiac muscle (Homo sapiens) + Troponin T, cardiac muscle (Homo sapiens) + …. IANBD-labeled TnC RTF fluorescence at EC20 calcium; 0% EC20 calcium, 100% full calcium;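 active = activation above the mean over all tested compounds plus 3 SD, cut at about 30% in these data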;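 also: rise in fluorescence read as greater calcium sensitivity of cardiac thin filaments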
# CAL PDZ FP-1 = CAL PDZ peptide-binding inhibitors, primary screen, biochemical, fluorescence polarization, Cer-tagged CAL PDZ, HTS; Golgi-associated PDZ and coiled-coil motif-containing protein (Homo sapiens), Q9HD26; purified CAL PDZ, TMR-peptide fluorescence polarization, 1 h; inhibition, % at 20 µM; 0.02% of 330,000 active; AID 504414, 2011;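 active = highest replicate inhibition of at least 40%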;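 also: plate controls were DMSO neutral control wells for no effect and unlabeled competitor peptide control wells for full effect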
#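 System: purified tagged CAL PDZ domain construct (CerCALP). Schedule: 1 h incubation at room temperature before polarization reading. Medium: 25 mM sodium phosphate pH 7.4, 150 mM NaCl, TCEP, IgG, Thesit. Read-out: percent inhibition from loss of millipolarization. Measured by: FP readout, S and P plane fluorescence. Probe or stimulus: fluorescent TMR peptide probe.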
# V-ATPase pH = regulators of yeast V-ATPase proton pumping, primary screen, pHLuorin cytosolic pH fluorescence | S. cerevisiae | response, % at 10 µM | 0.37% of 350,000 active | AID 504577, 2011; in the data active = response mostly above about 7.3%, no sharp cut-off; inactive = mostly below about 5.4%; also: actives read high; inactives centre near 0; some compounds called inactive have numbers as strong as hits; reference of the scale not given here
# CDK5 inh = inhibitors of human CDK5/p35 kinase, primary screen, biochemical, single concentration; Recombinant CDK5/p35, ADP-Glo luminescence, 60 min; inhibition, % at 10 µM; 0.01% of 330,000 active; AID 488839, 2010;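 active = highest replicate inhibition of at least 50% and at least 75% of replicates reaching 50%; inconclusive = only one of the two criteria met; inactive = both criteria failed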;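 also: plate controls were DMSO neutral control for no effect and GW8510 at 10 µM for full effect; many of its hits are not listed in these tables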
# Target sequence (Q00535 whole entry, looked up): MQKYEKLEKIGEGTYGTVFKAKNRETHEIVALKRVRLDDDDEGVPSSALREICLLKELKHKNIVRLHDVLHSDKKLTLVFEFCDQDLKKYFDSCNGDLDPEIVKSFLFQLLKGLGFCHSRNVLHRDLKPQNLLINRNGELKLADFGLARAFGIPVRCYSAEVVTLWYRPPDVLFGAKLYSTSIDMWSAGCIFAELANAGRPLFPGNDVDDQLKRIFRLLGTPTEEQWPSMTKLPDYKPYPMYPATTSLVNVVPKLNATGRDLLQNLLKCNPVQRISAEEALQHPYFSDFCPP
# Target sequence (Q15078 whole entry, looked up): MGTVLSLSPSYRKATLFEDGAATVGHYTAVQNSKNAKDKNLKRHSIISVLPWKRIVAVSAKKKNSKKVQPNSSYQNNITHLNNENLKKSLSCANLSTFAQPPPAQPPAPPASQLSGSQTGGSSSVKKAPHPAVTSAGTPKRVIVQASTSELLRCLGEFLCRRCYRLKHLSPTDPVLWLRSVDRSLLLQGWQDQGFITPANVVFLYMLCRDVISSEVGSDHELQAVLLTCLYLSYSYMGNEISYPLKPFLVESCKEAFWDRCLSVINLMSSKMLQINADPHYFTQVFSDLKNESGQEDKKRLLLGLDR
# Wnt bcat act = Wnt/beta-catenin pathway activators, primary screen, cell-based, plate reader, single point; Wnt/beta-catenin reporter cell assay, activator; activation, % at 9.35 µM; 1.2% of 300,000 active; AID 743398, 2014; in the data active = activation above about 30%, passing the limit was not always enough; inconclusive = no clear call, values can overlap the other calls;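 also: 0% = neutral control wells and 100% = positive control wells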
# CAL PDZ FP-2 = untagged CAL PDZ binding inhibitors, primary screen, biochemical, fluorescence polarization, HTS. Golgi-associated PDZ and coiled-coil motif-containing protein (Homo sapiens), Q9HD26. purified CAL PDZ, TMR-peptide fluorescence polarization, 1 h. inhibition, % at 24.9 µM. 0.92% of 300,000 active. AID 602252, 2012;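 active = mean inhibition of at least 30% with at least half of replicates also reaching 30%; inconclusive = no clear call, values can overlap the other calls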;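 also: 0% = DMSO neutral control and 100% = excess unlabeled competitor peptide PRC23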
# dFosB activator = activators of delta FosB homodimer, primary screen, biochemical, fluorescence polarization, TAMRA-CDK5 oligo, single point; Protein FosB (Mus musculus), P13346; purified delta FosB; percent of positive-control signal above neutral wells; activation, % at 25 µM; 0.99% of 340,000 active; AID 493131, 2011;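 active = mean activation above about 17%, with every replicate also reaching it, limit read from the data, passing the limit was not always enough; inconclusive = only one of the two conditions met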;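 also: fluorescence polarization rise as delta FosB binds a TAMRA Cdk5 AP-1 oligo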
# Target sequence (P13346 whole entry, looked up): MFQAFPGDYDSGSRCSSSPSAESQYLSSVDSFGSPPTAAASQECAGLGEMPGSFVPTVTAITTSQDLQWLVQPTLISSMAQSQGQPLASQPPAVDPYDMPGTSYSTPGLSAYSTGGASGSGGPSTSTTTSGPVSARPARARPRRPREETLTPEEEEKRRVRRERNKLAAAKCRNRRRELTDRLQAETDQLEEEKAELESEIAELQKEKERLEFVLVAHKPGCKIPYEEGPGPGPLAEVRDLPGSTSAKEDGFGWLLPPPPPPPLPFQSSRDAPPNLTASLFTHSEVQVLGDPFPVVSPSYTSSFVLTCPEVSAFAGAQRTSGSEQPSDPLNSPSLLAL
# Active calls of the source: *; ? = inconclusive; / = no result given.
SMILES,Tat export inh,Rtt109 Vps75,MITF TRPM1 HTS,RTF Ca sens act,CAL PDZ FP-1,V-ATPase pH,CDK5 inh,Wnt bcat act,CAL PDZ FP-2,dFosB activator
COc1cc(CN2CCCC(C(=O)c3ccc(C(C)(C)C)cc3)C2)cc(OC)c1O (stereo unspecified),3,0,-1,-6,/,-2,0.8,-3,2,-3
Cc1nc(SC(C)C(=O)NCc2ccc3c(c2)OCO3)nc(C)c1C (stereo unspecified),8,-4,-7,-3,0.5,0,-2.8,0,24,-6
CNC(=O)NC(=O)C(C)OC(=O)c1c2c(nc3ccccc13)/C(=C/c1cccs1)CC2 (stereo unspecified),-3,1,14,11,0.1,-18,-1.3,5,-3,-10
CCN=C1S/C(=C\c2ccc(OCC)c(OC)c2)C(=O)N1CC,7,/,17,-4,-2.8,-4,0.0,-2,-3,1
CC1CCCCN1CCNC(=O)CCc1nnc2n(Cc3ccccc3)c(=O)c3ccccc3n12 (stereo unspecified),-4,5,0,-2,-0.3,2,0.3,-1,/,-2
O=C(c1cccc(Cl)c1)N(Cc1ccco1)C1CCS(=O)(=O)C1 (stereo unspecified),1,-1,5,5,-0.2,0,2.1,0,/,7
Cc1ccc2nc(Nc3ncc4c(n3)CC(C)(C)CC4=O)nc(C)c2c1,1,-3,-5,6,0.9,-1,1.2,0,-2,-2
CN(CC(=O)Nc1ccc(F)cc1)C(=O)CN1C(=O)c2cccc([N+](=O)[O-])c2C1=O,-10,0,0,-5,0.9,-5,0.5,4,-1,-1
O=C(c1ccc(COc2ccccc2[N+](=O)[O-])o1)N1CCCCCC1,3,-14,43,-5,-1.0,0,-1.2,0,3,0
O=C(N/N=C/c1ccsc1)c1ccc2ccccc2n1,-8,-14,-5,-5,-2.9,0,1.7,3,0,-5
Cc1c(C(=O)O)cccc1-c1ccc(/C=N/Nc2ccc(Br)cc2)o1,2,14,14,-13,1.7,-2,-1.4,21,-14,-12
O=C(O)c1ccc(CSc2nc3ccc(N4C(=O)C5C6C=CC(C6)C5C4=O)cc3s2)cc1 (stereo unspecified),-6,-3,5,7,-1.2,2,-0.3,-3,-6,-7
O=c1c2ccccc2oc2c1ccc1ccccc12,-5,0,90*,4,-1.1,2,-1.2,/,-3,-33
CSc1nc(N(C)C)nc(N2CC(=O)N(CCNS(=O)(=O)c3ccc(C)cc3)C2=N)n1,8,8,-2,3,-0.9,0,1.1,-1,1,-6
Cc1cccc(C)c1OCCCCc1c(C)n[nH]c1C,9,-28,-2,-9,-1.3,8,3.0,/,-7,-14

# MITF TRPM1 HTS, hit marks shown above
SMILES,Tat export inh,Rtt109 Vps75,MITF TRPM1 HTS,RTF Ca sens act,CAL PDZ FP-1,V-ATPase pH,CDK5 inh,Wnt bcat act,CAL PDZ FP-2,dFosB activator
O=c1c2ccccc2oc2c1ccc1ccccc12,-5,0,90*,4,-1.1,2,-1.2,/,-3,-33

# Next part.
SMILES,Tat export inh,Rtt109 Vps75,MITF TRPM1 HTS,RTF Ca sens act,CAL PDZ FP-1,V-ATPase pH,CDK5 inh,Wnt bcat act,CAL PDZ FP-2,dFosB activator
O=C(CN(CC1CCCO1)C(=O)CNS(=O)(=O)c1ccc(Cl)cc1)NCc1ccco1 (stereo unspecified),-3,-17,7,0,-3.3,-1,2.0,-4,-2,-1
CC(=O)Nc1ccc(NC(=O)C(NS(=O)(=O)c2cccc3nsnc23)C(C)C)cc1 (stereo unspecified),-4,-2,3,3,-1.9,-2,1.9,2,-2,0
Cc1cc(C)c(C(=O)Nc2ccc(C)c(C)c2)c(CC(C)(C)C(=O)O)c1,-3,4,/,1,0.8,-1,-0.1,2,-1,4
O=C1CC(c2ccccc2)n2nc(N3C(=O)c4ccccc4C3=O)nc2N1 (stereo unspecified),-1,-11,-1,2,0.1,0,-1.0,-1,-3,-2
O=C1COc2ccc(C(=O)COC(=O)c3cc(S(=O)(=O)N4CCOCC4)ccc3F)cc2N1,-5,3,11,1,-1.1,-3,0.1,0,-9,-6
O=C(Nc1nnc(-c2ccc(F)cc2)o1)c1cccc([N+](=O)[O-])c1,-2,4,-12,-5,-1.8,0,-0.2,/,-5,-3
COc1cc(-c2nc3cnccn3c2Nc2ccc(C)cc2)ccc1O,-2,2,5,1,-0.7,5,3.0,-9,-4,-10
Cc1ccc(F)cc1NC(=O)N1c2ccccc2NC(=O)CC1C (stereo unspecified),-4,-8,-9,0,0.1,0,-1.0,2,1,5
CCOCCCN(C(=O)c1snc(C(N)=O)c1N)C(C(=O)NCCC(C)C)c1ccc(F)cc1 (stereo unspecified),-6,11,/,1,1.0,1,0.4,-1,-2,0
CCc1ccc(NC(=O)C2CC=CCC2C(=O)O)cc1 (stereo unspecified),8,1,-4,7,-2.5,-4,-2.1,7,3,1
O=C1C(Nc2cccc(O)c2)=C(N2CCCCC2)C(=O)c2ccccc21,-8,38,3,-5,-1.3,-4,7.4,7,-3,-5
O=C(Nc1ccc2c(c1)OCCO2)c1ccc(Cl)c([N+](=O)[O-])c1,-5,-1,67,-5,-1.9,2,0.4,/,-2,1
CC[C@]1(C(=O)OC)[C@H]2C(=O)N(Cc3ccccc3)C(=O)[C@H]2[C@H]2CN(C)C(=NCc3ccccc3)N21,-9,0,2,1,-1.5,0,1.0,/,-1,-9
C=CCOc1ccccc1CN1CCC(Oc2ccc(C(=O)N3CCCC3)cc2)CC1,-4,2,-10,2,-2.4,-5,1.0,-4,-3,3
O=C(CCCN1C(=O)c2ccccc2C1=O)NCc1ccc(F)cc1,-5,3,18,-5,-0.4,0,-0.5,1,9,-1
COc1cc(OC)c2c(-c3cccc(-c4ccc(F)c(Cl)c4)c3)cc(=O)oc2c1,-11,-3,-23,0,0.3,0,-2.5,-3,-4,-6
COC(=O)C1CC(=O)N(c2ccc(OCc3ccccc3Cl)cc2)C1 (stereo unspecified),-4,-3,1,-1,-0.5,-3,0.9,3,8,1
CC(/C=C/c1ccccc1)=N\Nc1nc(-c2ccccc2)cs1,12,-10,-3,1,-1.3,-2,0.1,-6,/,-5
CCn1c(SCC(=O)N2CCCCC2)nc2c(c1=O)SC(C)C2 (stereo unspecified),0,8,12,-3,0.5,1,0.0,0,9,0
CCC1C(c2ccccc2)=CCC(C(=O)O)C1C (stereo unspecified),-11,-2,-7,0,-1.5,-2,0.9,-4,-1,0
COC(=O)C(C)Sc1n[nH]c(=S)s1 (stereo unspecified),-11,7,11,4,0.8,4,0.5,/,-5,2
N#Cc1ccc(C(=O)CSc2nnc(-c3ccc(C(F)(F)F)cn3)s2)cc1,26,-9,-2,6,0.4,3,0.0,-18,/,-4
COc1ccccc1C(=O)Nc1ccnn1C1CCN(Cc2ncc[nH]2)CC1,6,3,12,0,-1.2,5,/,0,-1,-1
CCc1nc2sccc2c(=O)[nH]1,-4,-2,3,-2,0.0,3,1.0,-1,/,-1
Cc1nn(C(C)c2n[nH]c(=S)n2-c2ccc(F)cc2)c(C)c1[N+](=O)[O-] (stereo unspecified),4,11,-8,-1,-0.7,1,3.6,/,/,-2
CCCCCCCCCS(=O)(=O)Nc1cc(C)ccn1,2,3,5,6,0.6,2,-0.4,4,-1,-1
CCCC(O)(CCN1CCOCC1)c1ccc(Cl)cc1 (stereo unspecified),-1,-10,-8,2,19,-5,0.6,-8,41*,3
Cc1cccc(NC(=S)N(CCN(C)C)Cc2cccs2)c1,-13,-12,12,6,-0.9,1,-10.0,0,/,0
CCOc1ncccc1C(=O)N1CCCSC1=Nc1ccccc1OC,-11,-8,-6,1,-0.6,1,1.9,0,-4,7
O=C(O)c1ncn(Cc2ccc(Br)cc2)c1C(=O)O,0,-2,7,11,-1.2,-1,1.0,-2,/,-2
Cc1nnc(SC(C)C#N)n1-c1ccccc1 (stereo unspecified),-1,-20,-8,-2,0.5,1,0.1,-3,76*,7
COC(=O)CN=C1OC(=O)N2C(=O)C3=C4[C@@H](C[C@H]5C(=O)N(c6ccccc6)C(=O)[C@H]5[C@H]4[C@@]12Cc1ccccc1)[C@H]1C(=O)N(c2ccccc2)C(=O)[C@H]1[C@H]3C,2,-6,-4,-4,-0.5,-7,0.1,-1,-4,5
Cc1c(C)n(CC(O)CN2CCN(C)CC2)c2ccccc12 (stereo unspecified),-8,0,-2,-2,0.5,2,1.0,-3,/,-1
CCOC(=O)c1cc(C(=O)OCC)c(=O)[nH]c1SCc1ccccc1,2,0,/,-1,-3.5,3,0.5,7,-4,-10
CCN1C(=O)c2ccccc2Sc2ccc(C(=O)O)cc21,-9,2,8,4,-2.7,1,-1.2,-2,/,-2
O=C(COC(=O)[C@@H]1CC(O)CN1S(=O)(=O)c1ccc2c(c1)OCCO2)Nc1cc(F)ccc1F (stereo partly specified),-5,-13,0,8,-0.8,0,1.7,-2,7,-4
COc1ccc(N2CCN(C(=O)c3ccc(C)c(NC(=O)C4=C(C)OCCS4)c3)CC2)cc1,1,6,-5,7,-2.0,-2,-0.6,-3,-1,-12
CN(C)CC/C=C1/c2ccccc2CS(=O)(=O)c2ccccc21,3,-10,1,1,-1.3,-4,-0.6,0,-4,-3
COc1ccccc1-c1nn(-c2ccccc2)cc1C(=O)N1CCN(C(=O)c2ccco2)CC1,-1,13,-4,5,-0.7,0,2.4,-3,-3,-9
COc1cc(/C=N/NC(=O)CN2CCCCC2)ccc1OCc1ccc(Br)cc1,1,-3,?,-1,-3.7,2,1.3,/,-1,9
COC(=O)c1ccccc1S(=O)(=O)N1CCC(C(=O)NCC2CCCO2)CC1 (stereo unspecified),-3,3,3,1,-0.3,-8,-2.0,-2,/,-6
CCCNC(=O)COC(=O)c1ccc(OCC(=O)Nc2ccccc2OC)c(OC)c1,-3,0,18,-4,0.6,0,1.2,-5,9,13
COc1ccc(N2CCN(C(CNS(=O)(=O)c3cc(F)ccc3F)c3cccnc3)CC2)cc1 (stereo unspecified),5,-8,-3,3,-0.7,0,-0.4,/,0,-12
Cc1nnc(SCC(=O)NCc2ccco2)n1-c1ccccc1,-5,-8,/,2,-0.4,0,0.8,/,16,3
CCCOC(=O)Nc1sc2c(c1C(N)=O)CCCC2,-1,-1,-10,-4,0.3,-3,-0.8,-2,-5,6

# No enrichment for hits; any-hit rate near 4.1%.
